# Compound activity as filed in PubChem BioAssay.
# Hep lipid drop – hepatic lipid droplet formation modulation; AML12 mouse hepatocytes, oleate lipid droplets, BODIPY imaging; inhibition, % at 6.5 µM; 240,000 tested, 0.4% active;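 active means lipid droplet intensity inhibited by at least 50%, with more than 500 cells counted; inconclusive means wells with under 300 cells, treated as cytotoxic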
#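 Material: mouse AML12 hepatocyte cell line, fixed after treatment; Timing: compound with oleate, overnight; Technique: high-content imaging of BODIPY-stained droplets and DAPI nuclei; Probe or stimulus: oleate, 100 µM final; Dosing: compound at 6.5 µM only.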
# MT stabilizer – microtubule stabilization, imaging screen | HeLa tubulin immunostaining HCS, 24 h; share of cells brighter than vehicle mean+2SD | % tubulin-high responders, % at 10 µM | 200,000 tested, 0.83% active;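 active means plate Z-score above 3 for both tubulin-high and condensed-nucleus cell shares, with cell loss under 80%, at 10 µM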;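 further: anti alpha tubulin signal scored within the nucleus-defined area of each cell; some results filed as inactive read as strong as hits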
# WT yeast gro inh – growth inhibition of WT yeast, mitochondrial fusion screen; mitochondrial fusion phenotypic screen, WT strain; inhibition, % at 10 µM; 190,000 tested, 2.1% active; AID 1362; in the data active means inhibition above about 58%; tested in S. cerevisiae
# bCat nuc transl – alters nuclear translocation of beta-catenin in HeLa cells. AID 1665. nuclear translocation activity, % at 5 µM. immunofluorescence imaging. 190,000 tested, 0.3% active;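 active means nuclear translocation activity above 50% at 5 µM, with a well cell count of 50 or more; inconclusive means wells under 50 cells across six images, flagged as toxic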;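 further: per-cell ratio of nuclear to cytoplasmic median beta-catenin stain intensity; plate controls were DMSO negative control for no effect and GSK-3 inhibitor IX positive control for full effect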
#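 assay system = human HeLa cells, endogenous beta-catenin | times = compound treatment 24 h, 37°C, 5% CO2 | detection = Anti-beta-catenin immunofluorescence on PFA-fixed, Triton-permeabilized cells, DAPI nuclei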
# Insulin prom up – MIN6 insulin promoter up-regulation | MIN6 insulin promoter-GFP reporter, high-content imaging; hits give high values | 190,000 tested, 0.3% active | z-score at 5 µM;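 active means z-score above 3 at 5 µM with at least 500 cells counted in the well; inconclusive means wells under 500 cells, flagged as cytotoxic or low count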
# Myeloid diff MLP – promotes myeloid progenitor differentiation. 360,000 tested, 1% active. calls only at 10 µM. ER-HoxA9 myeloid progenitors, lysozyme-GFP differentiation, flow cytometry. AID 624256;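 active means normalized GFP-positive differentiation at or above the plate's own cutoff, the solvent-only control mean plus 3 SD; inconclusive means no clear call, values can overlap the other calls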;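 further: cells exposed to compound for four days before flow analysis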
# T cell HTS – T cell immune modulators affecting CD8 T cell-vesicle binding. 2C CD8+ T cell-vesicle binding, flow cytometry; hits give low values. calls only at 7 µM. 330,000 tested, 0.068% active;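 active means response, share of CD8 T cells binding vesicles, and their 90th percentile fluorescence all below set limits, cut at about 80% in these data, passing the limit was not always enough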
#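 material = purified 2C TCR transgenic mouse naive CD8+ T cells | controls = Unloaded micro-vesicles (low), QL9 vesicles with 0.7% DMSO (high) | detection = cytometric PE anti-B7-1 and Alexa647 anti-CD8 signals after 1% paraformaldehyde fixation | incubation = binding step 1.5 h, 37 °C, antibody labelling 20 min, ice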
# Autophagy mod – autophagy modulation, high-content screen; MEF GFP-LC3 puncta imaging; test concentration mostly 10 µM; calls only at 10 µM (by protocol); 190,000 tested, 0.98% active;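 active means percentage of spot-positive cells more than 3 SD above its plate mean, without a fluorescence outlier flag or 80% toxicity; inconclusive means no clear call, values can overlap the other calls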;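 further: spot-positive cell cutoff set from DMSO-treated cells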
# West Nile antiviral – West Nile virus antiviral activity, cell-based, CPE readout (AID 1621) | West Nile virus-infected cells, CPE inhibition; higher % means a stronger effect | one-dose CPE inhibition, % at 10 µM; IC50 in µM for titrated hits | 290,000 tested, 0.02% active; in the data active means a potency from the dose series; inconclusive means CPE inhibition mostly from about 3.7% at the one dose, without a potency; inactive means the rest, 99 in 100 with CPE inhibition below about 2.2%; further: strong numbers were not always called active
# WT yeast gro inh mutant strain – also measured in WT yeast gro inh; calls as there; inhibition, %; mitochondrial fusion phenotypic screen, mutant strain inhibition
# Insulin prom up cell count – also measured in Insulin prom up; calls as there; cell count; measured here: cytotoxicity, nuclei count;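 total cells summed across four imaged fields per well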
# Hep lipid drop cells 6.5 µM – recorded beside Hep lipid drop, whose call it bears; cell count; measured here: cell count, cytotoxicity flag;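 cells counted across two imaged fields per well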
# bCat nuc transl cell count 5 µM – second read-out of bCat nuc transl, no call of its own (marks repeat the call); cell count; measured here: cell count, cytotoxicity flag
# T cell HTS vesicle-bound % – also measured in T cell HTS; calls as there; double positive events, %; measured here: CD8+ vesicle-bound cell fraction;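 binding gate set so that unloaded-vesicle control wells show 10% double positive cells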
# MT stabilizer Hoechst-high % – recorded beside MT stabilizer, whose call it bears; % Hoechst-high responders; measured here: nuclear condensation Hoechst responders;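 share of cells brighter than vehicle mean plus two SD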
# MT stabilizer cytotoxicity % – recorded beside MT stabilizer, whose call it bears; toxicity, %; measured here: cytotoxicity by cell density;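 0% = mean cell density of plate MIN control wells and 100% = no cells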
# Autophagy mod cell loss 18 h – further read-out of Autophagy mod, marked with its call; toxicity, %; measured here: cell loss, nuclei count;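 cell loss after 18 h compound exposure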
# Myeloid diff MLP GFP+ MAC1+ % – further read-out of Myeloid diff MLP, marked with its call; GFP+ MAC1+ double positive, %; measured here: differentiation confirmed by MAC1 staining
# * = called active by the depositor; i = inactive; ? = inconclusive; . = not tested or not shown.
SMILES,Hep lipid drop,Hep lipid drop cells 6.5 µM,MT stabilizer,MT stabilizer Hoechst-high %,MT stabilizer cytotoxicity %,WT yeast gro inh,WT yeast gro inh mutant strain,bCat nuc transl,bCat nuc transl cell count 5 µM,Insulin prom up,Insulin prom up cell count,Myeloid diff MLP,Myeloid diff MLP GFP+ MAC1+ %,T cell HTS,T cell HTS vesicle-bound %,Autophagy mod,Autophagy mod cell loss 18 h,West Nile antiviral
Cc1cc(N2CCN(C3CCCC3)CC2)n2c(nc3ccccc32)c1C#N,-1,724,3.2,1.4,9.2,-24,-43,1.1,889,-0.27,1362,i,0.6,i,51,i,-5,-0.2%
COc1ccc(N2C(=O)C(CC(N)=O)N(NC(=O)CCc3ccccc3)C2=O)cc1 (stereo not drawn),-24,606,3.0,1.8,7.0,-14,-6,-4.6,993,-0.08,1462,i,0.2,i,13,i,-14,0.0%
COc1ccccc1N1CCN(S(=O)(=O)c2cn(C)nc2C)CC1,-8,624,.,.,.,.,.,.,.,.,.,i,5.1,i,72,.,.,-0.3%
CN(CC(=O)Nc1cccc(F)c1)CC(=O)Nc1cccc(S(N)(=O)=O)c1,0,710,.,.,.,.,.,0.7,1348,-0.55,1010,i,0.5,i,16,.,.,0.4%
CCOC(=O)N1CCN(C(=O)C2CCC(=O)N(Cc3ccc(Cl)cc3)C2)CC1 (stereo not drawn),-5,680,.,.,.,.,.,.,.,.,.,i,0.9,i,15,.,.,-0.6%
COc1ccc(-n2ncc3c(N4CCN(c5cc(C)ccc5C)CC4)ncnc32)cc1,.,.,6.1,3.1,4.2,12,0,.,.,-0.61,941,i,1.8,i,19,i,-3,-0.1%
CC(/C=C1\SC(=S)N(CCC(=O)Nc2cccc(C(=O)O)c2)C1=O)=C\c1ccccc1,0,851,.,.,.,.,.,.,.,.,.,i,1.5,i,47,.,.,-0.6%
COc1cccc(/C=C(/C(=O)OCC(=O)NC2CCCC(C)C2C)c2ccccc2)c1 (stereo not drawn),-5,657,1.7,2.9,1.5,34,-1,.,.,-0.73,1201,i,0.8,i,35,i,11,-1.7%
O=C(Nc1ccc(C(=O)O)cc1)/C(=C/c1ccc2c(c1)OCO2)NC(=O)c1cccc(Br)c1,-1,716,4.7,2.0,12,-2,-17,-3.5,1124,0.07,1586,i,0.6,i,61,i,-7,-0.7%
c1ccc(-n2ncc3c2ncn2nnnc32)cc1,.,.,4.3,2.3,6.6,6,11,-1.6,1199,-1.5,1038,i,1.5,i,18,i,7,-0.2%
COc1ccccc1Nc1ccc(N)cc1,1,670,1.4,1.4,4.1,30,14,-0.2,1067,0.77,1467,i,0.3,i,20,i,-1,0.3%
CCCCOc1ccc(CSC(=N)N)cc1Cl,18,735,.,.,.,.,.,1.0,1254,-2,965,i,0.4,i,30,.,.,-0.1%
CC(C)C(=O)Nc1cccc(C(=O)OCC(=O)c2ccc(Cl)cc2Cl)c1,-1,774,1.6,1.1,5.5,-11,-3,-6.7,1233,0.03,961,i,0.2,i,15,i,-3,-0.8%
O=C(O)CSc1ccc2nnc(-c3cccnc3)n2n1,14,702,3.8,2.5,10,-1,2,-1.0,1054,0.47,1186,i,0.5,i,61,i,13,0.6%
O=[N+]([O-])c1ccccc1S(=O)(=O)N1CCN(C2CCCC2)CC1,-15,682,.,.,.,.,.,.,.,.,.,i,0.6,i,63,.,.,0.0%
Cc1ccc(-n2c(C)nnc2SC(C)C(=O)N2CCCC2)cc1 (stereo not drawn),-5,833,.,.,.,.,.,.,.,.,.,i,3.5,i,24,.,.,-0.8%
CCOC(=O)c1c(NC(=O)Cn2c(=O)oc3ccccc32)oc(C)c1C(C)=O,12,786,3.3,1.8,8.1,-11,9,-2.3,1238,0.81,1289,i,0.1,i,47,i,-8,0.2%
COc1cc(C(=S)N2CCCC2)ccc1OCc1ccc(C)cc1,3,856,.,.,.,.,.,.,.,.,.,i,0.4,i,20,.,.,-1.9%
O=C(CSc1nc2ccc([N+](=O)[O-])cc2[nH]1)NC1CCCCC1,.,.,1.0,1.4,11,0,-7,0.3,1398,0.58,1366,i,1.2,i,52,i,-1,1.5%
COC(C(=O)N1CCC(CCC(=O)Nc2ccccc2)CC1)c1ccccc1 (stereo not drawn),-85,709,.,.,.,.,.,.,.,.,.,?,.,i,63,.,.,-1.1%
O=C(O)CC(NC(=S)NCc1ccccc1)C(=O)O (stereo not drawn),-2,797,2.0,2.0,5.5,-2,-27,-2.1,1069,0.24,967,i,4.1,i,12,i,-2,0.0%
CCCc1nc(NCC2CCCO2)c2nnn(Cc3ccccc3)c2n1 (stereo not drawn),-2,771,3.4,2.1,9.1,2,-1,-0.4,1250,-0.32,982,i,1.0,i,40,i,-5,0.1%
N#Cc1cnn(-c2ncnc3sc4c(c23)CCCC4)c1N,-2,907,2.1,0.8,5.3,4,8,5.0,662,2.4,807,i,0.2,i,66,i,-15,0.7%
C(=N\N1CCN(c2ccccn2)CC1)/c1cccc2ccccc12,-11,712,.,.,.,.,.,0.4,1364,-1.3,1119,i,0.4,i,37,.,.,-0.6%

# Overlap with the part before: six entries; new compounds follow.
SMILES,Hep lipid drop,Hep lipid drop cells 6.5 µM,MT stabilizer,MT stabilizer Hoechst-high %,MT stabilizer cytotoxicity %,WT yeast gro inh,WT yeast gro inh mutant strain,bCat nuc transl,bCat nuc transl cell count 5 µM,Insulin prom up,Insulin prom up cell count,Myeloid diff MLP,Myeloid diff MLP GFP+ MAC1+ %,T cell HTS,T cell HTS vesicle-bound %,Autophagy mod,Autophagy mod cell loss 18 h,West Nile antiviral
O=C(CSc1nc2ccc([N+](=O)[O-])cc2[nH]1)NC1CCCCC1,.,.,1.0,1.4,11,0,-7,0.3,1398,0.58,1366,i,1.2,i,52,i,-1,1.5%
COC(C(=O)N1CCC(CCC(=O)Nc2ccccc2)CC1)c1ccccc1 (stereo not drawn),-85,709,.,.,.,.,.,.,.,.,.,?,.,i,63,.,.,-1.1%
O=C(O)CC(NC(=S)NCc1ccccc1)C(=O)O (stereo not drawn),-2,797,2.0,2.0,5.5,-2,-27,-2.1,1069,0.24,967,i,4.1,i,12,i,-2,0.0%
CCCc1nc(NCC2CCCO2)c2nnn(Cc3ccccc3)c2n1 (stereo not drawn),-2,771,3.4,2.1,9.1,2,-1,-0.4,1250,-0.32,982,i,1.0,i,40,i,-5,0.1%
N#Cc1cnn(-c2ncnc3sc4c(c23)CCCC4)c1N,-2,907,2.1,0.8,5.3,4,8,5.0,662,2.4,807,i,0.2,i,66,i,-15,0.7%
C(=N\N1CCN(c2ccccn2)CC1)/c1cccc2ccccc12,-11,712,.,.,.,.,.,0.4,1364,-1.3,1119,i,0.4,i,37,.,.,-0.6%
Cc1ccc(S(=O)(=O)c2nnn3c2nc(N2CCC(C(N)=O)CC2)c2ccccc23)cc1C,16,609,.,.,.,.,.,.,.,.,.,i,0.7,i,8,.,.,0.3%
COc1cc(CN2CCNC(=O)C2CC(=O)NC2CCCC2)cc(OC)c1 (stereo not drawn),3,858,.,.,.,.,.,.,.,.,.,i,1.1,i,10,.,.,0.7%
CC(C)Oc1cccc(C(=O)NC(=S)Nc2ccccc2)c1,-6,682,3.0,2.6,16,50,10,-3.5,514,0.09,1429,i,0.3,i,43,i,-14,-0.7%
CC(=O)c1cc(-c2ccc(F)cc2)n(CCC(=O)NC(C)(C)C)c1C,3,675,1.5,1.6,2.5,-4,-2,-1.0,1103,0.13,1216,i,0.5,i,57,i,-3,-0.4%
CCOC(=O)c1cn2nc(Oc3cccc(F)c3)ccc2n1,5,684,.,.,.,.,.,0.7,1365,-0.1,1062,i,0.5,i,25,.,.,0.4%
O=c1c2ccccc2nc(SCc2nnc(-c3ccccc3)o2)n1-c1ccc(F)cc1F,.,.,1.9,2.4,5.8,15,19,-3.0,970,-0.45,1231,i,0.8,i,21,i,-12,1.1%
COc1cc(CC(=O)OCC(=O)Nc2cc([N+](=O)[O-])ccc2Cl)cc(OC)c1OC,-16,614,6.4,2.7,11,-13,-6,-1.7,991,0.71,2421,i,0.5,i,46,i,2,-0.2%
Cc1ccc2c(c1)c1c3n2CCN(C(=O)Cn2c(-c4ccccc4)noc2=O)C3CCC1 (stereo not drawn),.,.,2.4,1.3,5.9,8,-8,-1.1,1087,-0.77,913,i,5.9,i,16,i,14,-0.4%
COc1ccccc1OCC(=O)NN1Cc2ccccc2C1=N,10,837,2.2,1.7,0.5,5,4,-3.9,1320,-1.1,1003,i,0.5,i,11,i,-4,1.1%
Cc1ccc(Cn2cnc3ccccc32)cc1,-16,781,1.2,0.9,5.1,9,8,2.6,1065,-3.9,700,i,4.8,i,13,i,3,-0.8%
CC(C)COP(=O)(c1ccc(N(C)C)cc1)C(O)c1ccccc1F (stereo not drawn),.,.,1.5,0.8,5.2,11,23,0.3,1422,0.46,1581,i,0.4,i,53,i,2,-0.9%
O=C(Cn1nnc(-c2ccccc2NC(=O)c2ccco2)n1)NC1CCCCC1,.,.,4.1,4.4,5.5,-4,6,0.4,1103,.,.,i,3.6,i,9,i,9,-0.2%
O=C(O)CCC(=O)NNc1nc2ccccc2nc1-c1ccccc1,8,722,3.1,1.9,6.9,-10,-4,-1.8,1130,0.28,1495,i,0.8,i,20,i,-12,2.2%

# No enrichment for hits. About 3.9% of those tested had a hit in this group.
